Source: PubChem BioAssay (several laboratories)
CAL PDZ FP-1: CAL PDZ (human) peptide binding inhibition | hit rate 0.92% among 300,000 | Q9HD26 | AID 602252 | inhibition, % at 24.9 µM | purified CAL PDZ, TMR-peptide fluorescence polarization, 1 h;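 active = mean inhibition of at least 30% with at least half of replicates also reaching 30%; inconclusive = no clear call, values can overlap the other calls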;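 note: 0% = DMSO neutral control and 100% = excess unlabeled competitor peptide PRC23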
CAL PDZ FP-2: human CAL PDZ-peptide interaction inhibition | Q9HD26 | purified CAL PDZ, TMR-peptide fluorescence polarization, 1 h | inhibition, % at 20 µM | hit rate 0.02% among 330,000 | AID 504414;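 active = highest replicate inhibition of at least 40%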;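 note: plate controls were DMSO neutral control wells for no effect and unlabeled competitor peptide control wells for full effect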
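material = purified tagged CAL PDZ domain construct (CerCALP) | buffer or medium = sodium phosphate/NaCl buffer pH 7.4 with TCEP, IgG, Thesit | reagent = TMR-labelled reporter peptide T*-PRC34 bound in PDZ groove | incubation = 1 h room-temperature incubation prior to read | measured by = fluorescence polarization (mP) | evaluation = percent inhibition from loss of millipolarization | control set = unlabelled peptide and DMSO controls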
MITF act: increases MITF-driven TRPM1 promoter luciferase signal; SK-MEL-5 TRPM1-promoter luciferase, 24 h; % of positive control, neutral wells = 0; activation, % at 12.5 µM; hit rate 0.75% among 300,000; AID 588334;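 active = mean activation of at least 80% with every replicate also reaching 80%; inconclusive = mean reaches 80% but some replicate falls short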;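 note: 0% = neutral control wells and 100% = parthenolide positive control wells; values of inactives mirror those of a sister screen read the other way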
Tat transport: E. coli Tat transport inhibition; E. coli MC4100 TorA-mCherry Tat export, fluorescence; inhibition, % at 10 µM; hit rate 0.036% among 340,000; AID 488895;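 active = mean replicate inhibition at least 50% and at least half of replicates individually reaching 50%; inconclusive = only one of the two criteria met; inactive = neither criterion met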;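 note: exported cargo escapes ClpAP degradation while cytoplasmic cargo is degraded and loses fluorescence; 0% = median of neutral control wells and 100% = median of NaSCN control wells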
RTF Ca sens act: cardiac RTF calcium sensitization | hit rate 0.24% among 340,000 | P19429+P45379 | activation, % at 7.2 µM | IANBD-labeled TnC RTF fluorescence at EC20 calcium; 0% EC20 calcium, 100% full calcium;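 active = activation above the mean over all tested compounds plus 3 SD, cut at about 30% in these data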;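 note: rise in fluorescence read as greater calcium sensitivity of cardiac thin filaments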
CDK5 inh: blocks human CDK5/p35 kinase activity; inhibition, % at 10 µM; hit rate 0.01% among 330,000; Recombinant CDK5/p35, ADP-Glo luminescence, 60 min; Q00535+Q15078;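 active = highest replicate inhibition of at least 50% and at least 75% of replicates reaching 50%; inconclusive = only one of the two criteria met; inactive = both criteria failed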;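 note: plate controls were DMSO neutral control for no effect and GW8510 at 10 µM for full effect; many of its hits are not listed in these tables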
Target sequence (Q00535 whole entry, looked up): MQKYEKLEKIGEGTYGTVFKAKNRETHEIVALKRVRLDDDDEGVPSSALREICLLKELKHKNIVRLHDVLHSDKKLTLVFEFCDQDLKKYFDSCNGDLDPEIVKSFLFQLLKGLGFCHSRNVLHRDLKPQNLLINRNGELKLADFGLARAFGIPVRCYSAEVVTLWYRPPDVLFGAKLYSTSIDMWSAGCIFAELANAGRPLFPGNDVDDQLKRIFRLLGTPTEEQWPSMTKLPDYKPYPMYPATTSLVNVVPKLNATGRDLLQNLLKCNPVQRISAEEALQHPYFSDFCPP
Target sequence (Q15078 whole entry, looked up): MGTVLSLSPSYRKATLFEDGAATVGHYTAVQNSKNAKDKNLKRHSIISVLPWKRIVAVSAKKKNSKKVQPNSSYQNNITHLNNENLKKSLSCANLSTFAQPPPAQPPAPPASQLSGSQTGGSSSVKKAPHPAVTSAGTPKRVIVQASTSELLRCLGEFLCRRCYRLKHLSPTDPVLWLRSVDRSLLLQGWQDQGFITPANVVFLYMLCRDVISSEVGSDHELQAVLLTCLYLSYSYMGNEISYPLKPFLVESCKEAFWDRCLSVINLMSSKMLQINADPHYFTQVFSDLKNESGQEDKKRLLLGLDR
V-ATPase pH: yeast V-ATPase proton transport regulation by pHLuorin; AID 504577; hit rate 0.37% among 350,000; S. cerevisiae, pHLuorin cytosolic pH fluorescence; response, % at 10 µM; in the data active = response mostly above about 7.3%, no sharp cut-off; inactive = mostly below about 5.4%; note: actives read high; inactives centre near 0; some compounds called inactive have numbers as strong as hits
dFosB act: activators of mouse delta FosB homodimer. P13346. purified delta FosB, TAMRA-CDK5 oligo fluorescence polarization; percent of positive-control signal above neutral wells. activation, % at 25 µM. hit rate 0.99% among 340,000. AID 493131;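 active = mean activation above about 17%, with every replicate also reaching it, limit read from the data, passing the limit was not always enough; inconclusive = only one of the two conditions met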;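 note: fluorescence polarization rise as delta FosB binds a TAMRA Cdk5 AP-1 oligo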
Target sequence (P13346 whole entry, looked up): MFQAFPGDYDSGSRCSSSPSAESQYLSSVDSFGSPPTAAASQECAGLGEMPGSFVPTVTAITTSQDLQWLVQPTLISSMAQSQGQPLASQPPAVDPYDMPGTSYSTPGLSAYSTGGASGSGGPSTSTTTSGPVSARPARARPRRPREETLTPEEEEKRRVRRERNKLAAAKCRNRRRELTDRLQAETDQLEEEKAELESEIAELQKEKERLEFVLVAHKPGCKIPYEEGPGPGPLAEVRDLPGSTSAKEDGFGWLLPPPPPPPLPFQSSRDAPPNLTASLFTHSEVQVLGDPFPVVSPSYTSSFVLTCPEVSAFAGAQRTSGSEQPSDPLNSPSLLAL
Rtt109 HAT inh: C. albicans Rtt109 histone acetyltransferase inhibition. Q5AAJ8. purified Rtt109/Vps75, ThioGlo CoA-SH fluorescence, 4 h. inhibition, % at 34.9 µM. hit rate 0.16% among 330,000. AID 540336;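 active = inhibition of at least 50% in every replicate; inconclusive = best replicate reaches 50% inhibition but some replicates fall short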
Wnt act: activators of Wnt/beta-catenin signaling; activation, % at 9.35 µM; hit rate 1.2% among 300,000; Wnt/beta-catenin reporter cell assay, activator, plate reader; in the data active = activation above about 30%, passing the limit was not always enough; inconclusive = no clear call, values can overlap the other calls;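 note: 0% = neutral control wells and 100% = positive control wells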
* marks the source's active call; other numbers are inactive results; u = inconclusive; x = no result given.

canonical_smiles,CAL PDZ FP-1,CAL PDZ FP-2,MITF act,Tat transport,RTF Ca sens act,CDK5 inh,V-ATPase pH,dFosB act,Rtt109 HAT inh,Wnt act
Cc1cc(C)c2nc(N3CCC(C(=O)N4CCN(C(=O)c5ccco5)CC4)CC3)sc2c1,3,0.7,x,9,3,-0.2,1,-8,0,x
Cc1nc(N2CCOCC2)nc(Oc2ccccc2F)c1[N+](=O)[O-],-6,-2.6,-6,27,7,-4.5,-2,-7,-4,5
CCOc1ccccc1NC(=O)NC1CCN(CC(=O)Nc2ccc3c(c2)OCCO3)CC1,-2,-1.8,x,-2,2,-0.1,-12,-11,x,-5
C=CCOc1nc2c(c(=O)n(Cc3ccc(Cl)c(Cl)c3)c(=O)n2C)n1C,-1,-0.2,7,-1,2,1.9,4,10,-10,x
O=c1[nH]ncc(N2CCN(C(c3ccccc3)c3ccccc3)CC2)c1Cl,1,-3.6,6,8,-1,-0.1,-2,-3,40,-1
O=C(O)c1ccc(S(=O)(=O)N2CCC(NC(=O)C3CCCCC3)CC2)cc1,x,-0.9,-9,-3,-6,-0.3,1,-3,-3,1
O=C1CC(NCc2ccncc2)C(=O)N1c1ccccc1 (configuration not stated),-1,0.6,-7,4,-2,1.5,1,4,-4,x
O=C(COC(=O)Cc1ccccc1F)Nc1ccc(SC(F)F)cc1,4,-0.1,-1,0,-2,0.4,3,-6,4,-3
CCN(CC)CCNC(=O)CNC(=O)c1nn(-c2ccc(OC)cc2)c(=O)c2ccccc12,-3,-0.4,1,-7,-1,1.8,6,-6,5,-3
COc1ccc(C2=NN(CN3C(=O)C(=O)c4ccccc43)C(c3ccc(Br)cc3)C2)cc1 (configuration not stated),-2,-2.0,39,-10,9,1.7,-5,-9,1,8
CCn1cc(C(=O)NCCN(CC(C)C)CC(C)C)c(=O)c2cc(S(=O)(=O)N3CCOCC3)ccc21,-3,-0.8,0,3,0,2.1,0,-3,19,2
CCCn1c(N)c(CC)c(=O)[nH]c1=O,-6,-0.2,-10,1,1,0.1,-1,2,-1,-1
Cc1nn(Cc2ccc(Cl)c(Cl)c2)c(C)c1NC(=O)c1cc(C2CC2)on1,x,-1.5,x,4,-6,1.2,1,-11,15,0
Cn1ccnc1Sc1ccc(/C=N/NC(=O)c2ccccc2[N+](=O)[O-])cc1[N+](=O)[O-],x,-0.2,x,-7,-1,2.5,-2,-5,-5,x
Cc1cccc(N(C)C(=O)c2cc3c(=O)[nH]c4ccc(C)cc4c3s2)c1,-6,1.2,-18,5,-2,1.1,-1,2,-6,1
Cc1ccccc1OCCNC(=O)/C=C/c1ccc([N+](=O)[O-])cc1,3,-0.8,-7,-4,0,-1.6,1,0,4,-3
Cc1cc(NC(=O)c2c(-c3c(Cl)cccc3Cl)noc2C)n(C)n1,-3,-1.9,x,4,6,0.2,-1,-15,1,3
NNC(=S)NCc1cccnc1,-2,-2.3,-5,-10,0,2.2,0,0,5,-4
CC(=O)Nc1ccc(S(=O)(=O)N2CCC(C(=O)Nc3nccs3)CC2)cc1,2,-2.8,-6,-10,-3,0.0,3,-5,-2,0
Cc1ccc(N(C(C)C(=O)O)S(=O)(=O)c2c(C)[nH]c(=O)[nH]c2=O)cc1 (configuration not stated),-3,0.5,-1,-7,-3,0.8,1,16*,-10,-2
CCOc1ccc(NC(=O)CCSc2ccc3ccccc3n2)cc1,-3,-2.0,-4,18,-2,2.2,0,-4,6,2
C=CCn1c(O)c(N=NC(=S)Nc2ccccc2F)c2cc(S(=O)(=O)N3CCOCC3)ccc21,2,-0.1,-10,0,-1,1.3,-3,-11,13,-3
CCOc1ccc(-c2nnc(SCC(=O)N3CCCC3)o2)cc1,-3,-0.3,28,-2,0,0.5,1,-7,4,3
O=C(N/N=C/c1cccc2ccccc12)c1ccc(CN2CCOCC2)cc1,-1,-2.9,3,-2,-4,-3.7,-2,-6,1,2
Cc1ccc(S(=O)(=O)N(C)C)cc1NC(=O)COC(=O)CNC(=O)C12CC3CC(CC(C3)C1)C2,-1,-1.3,-4,1,-4,-0.6,3,1,x,-2
O=c1[nH]c2c(s1)C(c1cccnc1)C1C3CCC(C3)C1S2 (configuration not stated),-2,-3.1,11,1,0,-1.1,-2,-3,-1,x
Cc1oc2c(c1C(=O)Nc1cccc3ccccc13)CCCC2,0,-1.4,-4,-7,-2,0.6,2,-3,1,0
COCc1cc(CN2CCCC(C(=O)Nc3ccc(-c4ccco4)cc3)C2)ccc1OC (configuration not stated),-2,0.2,14,-12,-2,1.0,4,13,24,-4
O=C(CCC(=O)N1CCCCCC1)Nc1ccc([N+](=O)[O-])cc1,-4,-2.6,-8,2,-5,0.1,-1,-4,-6,-2
O=C1CN(C(=O)CSc2nnc(C3CC3)n2-c2ccccc2)c2ccccc2N1,-4,-1.8,-13,-2,-5,-0.4,-2,1,-1,-3
CCOc1nc(NC(=O)NS(=O)(=O)Oc2ccccc2Cl)nc(-c2ccccc2)n1,-3,x,24,1,1,1.3,-3,-6,-2,x
Cc1cccc(OCC(=O)Nc2ccc(S(=O)(=O)Nc3ccccn3)cc2)c1,0,-0.4,5,-6,-5,-0.6,-3,-8,-8,-4
O=C(/C=C/c1ccc(S(=O)(=O)N2CCOCC2)cc1)N1CCCCC1,2,-0.1,13,-2,-7,-1.6,0,-1,-3,0
O=C(OCc1ccccn1)c1ccc(COc2ccc3ccccc3c2)o1,-5,-0.5,49,15,3,-2.7,0,-8,-1,-2
Cc1ccc(C(=O)CSc2nnc(-c3ccccc3N)n2C)cc1C,-2,-4.2,7,-6,-2,-0.6,-7,0,9,3
CN(C)c1ncc(S(=O)(=O)c2ccccc2)c(=O)[nH]1,-2,-0.2,-2,1,-4,1.0,2,-9,-5,3
CS(=O)(=O)N1CCCC(C(=O)Nc2ccc(F)cc2)C1 (configuration not stated),x,0.6,2,-3,1,1.8,3,4,-1,-1
CC(=O)c1cccc(NC(=O)C23CC4CC(C2)CC(n2cncn2)(C4)C3)c1,-2,0.5,13,4,3,1.6,8,3,5,-26
CCOc1cc(/C=C/C(=O)Nc2ccc(C(=O)NCCN(CC)CC)cc2)ccc1OCC(C)C,-4,-17,-82,10,2,-2.9,2,u,34,-1
O=C(Nc1ccc(-n2cnnn2)cc1)C1CCCN1C(=O)NC1CCCCC1 (configuration not stated),-2,-0.1,x,-10,4,0.1,0,1,3,x
COC(=O)c1ccc(N2CCN(c3ccccc3)CC2)c(N)c1,-3,1.4,27,-5,0,1.1,0,8,-11,7
COCC(C)n1c(SCc2nc(N)nc(Nc3ccccc3C)n2)nc2ccccc2c1=O (configuration not stated),-5,-1.2,0,5,-2,-0.2,2,7,-2,x
COc1ccc(C(=O)CC(=O)C(=O)Nc2cc(OC)c(OC)c(OC)c2)cc1,-1,0.4,10,-3,-1,0.3,-2,-10,-2,-2
O=C(Nc1ccc(Cl)cc1)N1CCC(c2ccccc2)C1 (configuration not stated),-2,-3.2,116*,-1,-2,-0.8,2,-2,4,56*
CC(C)NC(=O)c1c(O)c2cccc3c2n(c1=O)CCC3,x,-1.3,-16,4,3,-2.9,3,-5,1,-6
CC1CCCCN1C(=O)c1ccc(OC2CCN(S(=O)(=O)N(C)C)CC2)cc1 (configuration not stated),x,-0.7,16,2,2,-1.7,-1,-12,-6,0
Cc1ccc(CNc2cnccn2)s1,4,1.0,6,7,1,1.7,10,-8,-6,1
CC(C)=CCCC(C)CN1CCC(n2nccc2NC(=O)c2ccccc2)CC1 (configuration not stated),7,0.5,3,-4,-8,-0.2,3,-10,1,-1
COCCCNc1ncnc2nc[nH]c12,x,-0.5,6,-5,-4,0.0,2,2,-10,-6
Cc1cccc(NC(=O)COC(=O)Cc2cccc(C(F)(F)F)c2)c1C,-4,-2.7,-1,-1,-1,-0.9,-3,-6,x,-2
Cc1c(Cl)cccc1NS(=O)(=O)c1c(C(=O)N2CCOCC2)c(C)n(C)c1C,-1,-2.9,-9,-2,0,-0.3,-4,2,13,3
O=c1[nH]c(-c2ccccc2F)nc2c1sc(=S)n2Cc1ccccc1,-2,-1.9,0,-7,1,-4.1,0,-4,-3,-20
CC(=O)c1ccc(N=Nc2c(C)[nH]n(-c3ccccc3)c2=O)cc1,-1,0.6,x,-4,-1,-0.9,0,1,1,0
C[C@@H]1CN([C@H](C)CO)C(=O)Cc2cc(NC(=O)Nc3ccccc3)ccc2O[C@@H]1CN(C)Cc1ccc2c(c1)OCO2,3,-1.3,-10,0,-5,0.6,-3,-3,3,-5
Cc1ccnc(SCC(=O)Nc2oc(-c3ccccc3)c(-c3ccccc3)c2C#N)n1,-1,-0.5,-7,-1,-1,-2.3,9,-3,22,-2
Cc1cccc(NC(=O)CCC(=O)OCC(=O)c2ccc(Oc3ccc([N+](=O)[O-])cc3)cc2)c1,-3,-2.0,3,-11,-3,-1.4,-1,-5,13,x
C/[N+]([O-])=C/c1c(OCc2ccc(Cl)cc2Cl)ccc2ccccc12,3,-0.6,8,2,-4,0.3,2,1,-10,1
Cn1c(CNC(=O)c2ccco2)nnc1SCC(=O)c1ccccc1,-2,-0.5,5,-2,7,-3.2,1,1,0,2
Cc1nc(NC2CCCCC2)c2nnn(Cc3ccccc3Cl)c2n1,-5,10,6,-4,5,-1.0,-3,-12,-2,1
Clc1ccc(OCc2nnc(-c3ccccc3Br)o2)c(Cl)c1,-3,-1.2,106*,-2,4,-0.5,-2,-1,3,19

Next entries follow.
canonical_smiles,CAL PDZ FP-1,CAL PDZ FP-2,MITF act,Tat transport,RTF Ca sens act,CDK5 inh,V-ATPase pH,dFosB act,Rtt109 HAT inh,Wnt act
N#Cc1cccc2c1-c1ccccc1/C2=N/NC(N)=S,56*,-0.3,-14,-4,-4,4.9,-2,-20,x,x
COc1ccc(-c2ccc(-c3nc4c(c(=O)[nH]c(=O)n4Cc4ccccc4)n3C)o2)c([N+](=O)[O-])c1,-1,-0.5,-4,5,1,-0.5,0,-10,-3,3
Cc1ccc(S(=O)(=O)c2c(C)cc(C)nc2Oc2cccc(C)c2C)cc1,4,x,-4,7,0,0.4,4,-6,-7,0
CC1(C)CCC/C(=C\c2ccccc2)C1=O,-2,-0.1,-2,7,6,0.6,4,-2,7,-2
CCOC(=O)c1sc(NC(=O)CSc2nnc(-c3ccco3)o2)c(C(=O)OCC)c1C,x,-0.4,x,-8,1,0.9,2,-10,6,0
Cc1nc(C(=O)Nc2ccc(Cl)cc2)sc1C1(C)CC(c2ccccc2)=NO1 (configuration not stated),-2,-0.5,13,-4,-2,2.5,1,1,5,-5
